# Bioassay records deposited in PubChem BioAssay by Sanford-Burnham Center for Chemical Genomics.
# ATG4B inh: ATG4B protease inhibitors, primary screen, biochemical, fluorescence, uHTS. ATG4B cleavage of LC3-PLA2, NBD-HPC fluorescence, 1 h. inhibition, % at 8.33 µM. 0.51% of 340,000 active. AID 504462, 2011; in the data active = inhibition above about 40%
# Target sequence (Q9Y4P1 whole entry, looked up): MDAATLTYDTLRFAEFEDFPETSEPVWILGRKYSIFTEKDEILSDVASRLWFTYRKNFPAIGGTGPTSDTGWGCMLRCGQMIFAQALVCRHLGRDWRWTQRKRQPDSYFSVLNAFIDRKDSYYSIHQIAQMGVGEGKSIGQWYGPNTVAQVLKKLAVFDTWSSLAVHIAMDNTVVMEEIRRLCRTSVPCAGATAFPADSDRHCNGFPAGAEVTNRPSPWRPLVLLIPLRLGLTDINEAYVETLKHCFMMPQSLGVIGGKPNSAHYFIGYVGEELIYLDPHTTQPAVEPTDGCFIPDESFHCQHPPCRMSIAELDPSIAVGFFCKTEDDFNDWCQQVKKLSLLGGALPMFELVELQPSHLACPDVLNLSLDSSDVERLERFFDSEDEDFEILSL
# tim10-1 inh: growth inhibitors of tim10-1 mutant yeast, primary screen, luminescence, uHTS; S. cerevisiae tim10-1 ts strain growth, BacTiter-Glo, 24 h; inhibition, % at 20 µM; 2.2% of 330,000 active;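 active = inhibition of at least 40%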;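 note: mutant grown at 25 °C; 0% = DMSO wells with yeast and 100% = wells holding no yeast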
# hIAP activ: human IAP activators, primary screen, biochemical, luminescence, uHTS; activation factor at 10 µM; purified human IAP, CDP-Star luminescence, 30 min; stronger effect = higher value; 1 = vehicle-only enzyme, 0 = enzyme-free background; Intestinal-type alkaline phosphatase (Homo sapiens), P09923; 0.16% of 330,000 active;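 active = activation factor of the enzyme at least 2-fold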; note: the source names both 10 and 20 µM as test concentration; values of inactives mirror those of a sister screen read the other way
# Target sequence (P09923 whole entry, looked up): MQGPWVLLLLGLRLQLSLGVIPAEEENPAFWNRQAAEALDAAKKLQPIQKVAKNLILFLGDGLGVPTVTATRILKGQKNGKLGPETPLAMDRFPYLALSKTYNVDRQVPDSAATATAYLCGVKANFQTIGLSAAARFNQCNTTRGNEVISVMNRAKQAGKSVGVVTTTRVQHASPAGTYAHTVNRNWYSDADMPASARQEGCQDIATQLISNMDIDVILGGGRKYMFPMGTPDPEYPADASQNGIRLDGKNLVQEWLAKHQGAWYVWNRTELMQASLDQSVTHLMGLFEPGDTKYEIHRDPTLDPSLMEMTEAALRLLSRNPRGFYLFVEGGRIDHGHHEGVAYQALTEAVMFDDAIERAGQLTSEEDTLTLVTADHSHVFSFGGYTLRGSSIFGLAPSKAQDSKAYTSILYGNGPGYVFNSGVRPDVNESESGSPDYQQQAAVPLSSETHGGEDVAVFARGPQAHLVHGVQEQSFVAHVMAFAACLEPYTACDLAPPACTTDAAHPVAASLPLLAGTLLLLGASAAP
# mIAP block: inhibitors of mouse IAP, primary screen, biochemical, luminescence, uHTS; intestinal alkaline phosphatase [Mus musculus]; inhibition, % at 10 µM; 0.2% of 330,000 active; purified mouse IAP, CDP-Star luminescence, 30 min;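 active = inhibition of at least 40% at 10 µM in the primary screen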;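 note: plate controls were DMSO with enzyme for no effect and no enzyme wells for full effect; values of inactives mirror those of a sister screen read the other way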
# Apaf1 inhib: inhibitors of human Apaf-1 apoptosome, primary screen, biochemical, DEVD-Rh110 fluorescence, uHTS; AID 489030, 2010; 0.71% of 330,000 active; reconstituted apoptosome caspase-3 activity; Apoptotic protease-activating factor 1 (Homo sapiens), O14727; inhibition, % at 20 µM; active = inhibition of at least 40% at 20 µM;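 note: plate controls were DMSO wells for no effect and DEVD-CHO caspase inhibitor wells for full effect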
#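 Assay system – apoptosome proteins · Medium – Hepes buffer, pH 7.5 · Also added – cytochrome c with DEVD-Rh110 · Timing – 30 min compound preincubation, 50 min activation, room temperature · Detection – Rh110 fluorescence, excitation 480 nm, emission 540 nm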
# mIAP act: activators of mouse IAP, primary screen, biochemical, luminescence, uHTS. activation factor at 10 µM. AID 2805, 2010. intestinal alkaline phosphatase [Mus musculus]. 0.24% of 330,000 active. muIAP, CDP-Star luminescence, 30 min; stronger effect = higher value; 1 = vehicle-only enzyme signal, 0 = enzyme-free wells;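 active = activation factor of at least 2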; note: the source names both 10 and 20 µM as test concentration; values of inactives mirror those of a sister screen read the other way
#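 Assay system: mouse IAP enzyme / Compound: DMSO-dissolved test compounds / Timing: 30 min, room temperature / Measured by: luminescence from enzymatic CDP-Star hydrolysis / Control set: DMSO-only wells, enzyme-free buffer wells as negative control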
# TIM10 inh: growth inhibitors of isogenic TIM10 control yeast, primary screen, counter-screen for tim10-1 yeast inhibitor project, luminescence, uHTS; S. cerevisiae TIM10 strain growth, BacTiter-Glo luminescence, 24 h; inhibition, % at 10 µM; 1.4% of 330,000 active; AID 463195, 2010;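 active = inhibition of 40% or more at the single tested concentration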;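 note: wild-type TIM10 isogenic control strain grown at permissive 25 °C; 0% = DMSO yeast wells and 100% = minimal medium wells without yeast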
# hIAP block: human IAP inhibitors, primary screen, biochemical, luminescence, uHTS; Intestinal-type alkaline phosphatase (Homo sapiens), P09923; purified IAP, CDP-Star luminescence, 30 min; inhibition, % at 10 µM; 0.12% of 330,000 active; AID 2544, 2010;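 active = inhibition reaching a set limit with compound at 10 µM in the primary screen, cut at about 35% in these data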;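 note: plate controls were DMSO wells with enzyme for no effect and no-enzyme buffer wells for full effect; values of inactives mirror those of a sister screen read the other way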
# NLRP3 yeast inh: NALP3 inflammasome inhibitors in reconstituted yeast, primary screen, luminescence, uHTS. Yeast reconstituted NLRP3/ASC/caspase-1, beta-gal luminescence, 24 h. 0.39% of 330,000 active. inhibition, % at 10 µM;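 active = inhibition of 50% or more; inactive = inhibition below 50%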;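 note: plate controls were induced DMSO wells for no effect and uninduced yeast grown without galactose for full effect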
# * marks the source's active call; other numbers are inactive results; · = not tested or not shown.
# Fields – mIAP act	tim10-1 inh	hIAP activ	mIAP block	Apaf1 inhib	TIM10 inh	ATG4B inh	NLRP3 yeast inh	hIAP block
1	c1cncc(CSc2nnc3ccc(-c4cccs4)nn23)c1
    1.1	-2	1.1	-13	4	-4	-7	-1	-8
2	Cc1ccc(-n2ncc(C#N)c2/N=C/N(C)C)cc1
    0.93	19	1.1	7	-1	-3	-4	8	-12
3	O=C(Cn1ccc2ccccc2c1=O)NCC(=O)N1CCN(c2ccc(F)cc2)CC1
    1	-1	1.1	-3	7	-29	-4	1	-13
4	CC(OC(=O)/C=C/c1ccccc1)C(=O)Nc1ccc2c(c1)OCCO2 (centres undefined)
    1	-15	0.98	-2	1	-9	4	8	2
5	Cc1ccc(S(=O)(=O)N(C)C)cc1-n1c(SCC(=O)Nc2ccc(F)c(F)c2F)nc2ccccc2c1=O
    0.96	24	0.9	4	11	13	-3	11	10
6	Cc1cccc(OCc2nnc(NC(=O)Cc3cccs3)s2)c1
    1	22	1.3	-1	14	-27	-3	8	-33
7	COc1ccc(NS(=O)(=O)c2cn(C)nc2C)cc1
    0.98	4	0.96	2	-11	-12	4	9	4
8	COc1ccc(C2C(C(C)=O)=C(O)C(=O)N2C)c(OC)c1 (centres undefined)
    1	11	0.95	-3	33	-3	0	0	5
9	Cc1cc(NC(=O)C2CC2)ncc1NC(=O)c1ccccn1
    1.1	30	1.2	-11	-2	29	-8	27	-18
10	C/C(=N\NC(=O)C(O)(c1ccccc1)c1ccccc1)c1ccc(NC(=O)CCCC(=O)O)cc1
    1.1	-6	0.87	-11	1	-1	0	-3	13
11	COC(=O)c1cc(S(=O)(=O)Nc2cccc(C)c2C)cn1C
    0.87	2	0.9	13	1	84*	4	-5	10
12	COC(=O)Nc1sc2c(c1C(=O)NC1CC1)CCCCCC2
    0.82	22	0.84	18	-11	13	14	4	16
13	CCOC(=O)c1ccc(-c2c(-c3ccc(OC)cc3)oc(=O)c3cc(OC)c(OC)cc23)cc1F
    0.88	5	1.2	12	16	4	-8	-12	-21
14	Cc1ccc(NS(=O)(=O)c2cccc(C(=O)O)c2)cc1S(=O)(=O)N1CCCCC1
    1	10	0.93	0	-8	1	0	14	7
15	O=C(CSc1nnc(COc2ccccc2Cl)o1)Nc1ccccc1
    0.87	-9	1	13	2	-6	-9	30	0
16	COC(=O)c1cc(Br)c(=O)n(-c2nccs2)c1
    1	13	0.91	-4	1	1	9	9	9
17	CCCCOc1c(Br)cc(/C=N/O)cc1OCC
    0.93	21	0.91	7	14	13	6	-10	9
18	O=C(Cn1nc(-c2ccc(Cl)cc2)c2ccccc2c1=O)NCC1CCCO1 (centres undefined)
    0.97	3	1.3	3	12	10	-12	11	-29
19	Cc1ccc(C)c(NC(=O)CSc2nnc(-c3ccncc3)o2)c1
    0.92	12	0.91	8	-22	24	4	9	9
20	CC(C)C1CC(c2ccccc2)(C(CN)CO)CCO1 (centres undefined)
    0.99	-5	1	1	-6	13	1	7	0

# (list continues)
# Fields – mIAP act	tim10-1 inh	hIAP activ	mIAP block	Apaf1 inhib	TIM10 inh	ATG4B inh	NLRP3 yeast inh	hIAP block
21	CCN(CC(=O)NCc1ccc(Cl)cc1)C(=O)/C=C/c1cccs1
    1.1	21	1	-9	-10	0	-1	7	0
22	CC(=O)c1c(C)[nH]c(C(=O)NCc2ccco2)c1C
    1	-10	1	-4	3	-16	-2	16	-2
23	O=C(COc1ccccc1F)NNC(=O)c1ccc(F)c(S(=O)(=O)N2CCOCC2)c1
    0.85	10	1	14	2	-3	-3	2	-4
24	COc1ccc(-c2cc(C(=O)OCC(=O)c3c(N)n(C)c(=O)n(C)c3=O)c3ccccc3n2)cc1
    0.98	20	0.89	2	-23	-15	-4	2	11
25	CCOc1ccc(OCC)c(NC(=O)CN2CCN(c3cccc(C)c3)CC2)c1
    0.91	46*	0.95	9	8	24	-3	13	5
26	CC(NC(=O)c1ccco1)C(=O)Nc1nc(-c2ccccn2)cs1 (centres undefined)
    0.9	17	1.4	10	-2	1	-3	7	-44
27	CC(C)c1ccc(-c2nn(-c3ccccc3)cc2C(=O)NCC2CCCO2)cc1 (centres undefined)
    0.95	22	0.96	5	32	11	-13	19	4
28	Cc1cccc(NC(=O)CSCC(=O)N2CCN(C(=O)c3ccco3)CC2)c1
    0.94	7	0.86	6	-3	10	-1	7	14
29	CC(=O)Nc1ccc(NS(C)(=O)=O)cc1
    0.96	13	1	4	0	7	-2	1	-1
30	CCc1cc2c(SCc3nc4sc(C(C)=O)c(C)c4c(=O)[nH]3)ncnc2s1
    0.89	22	1.1	11	-6	16	6	-7	-9
31	COc1ccc([C@H]2C=C(C(=O)O)O[C@@H](OCc3ccc(CO)cc3)C2)cc1
    1.2	8	0.91	-16	-6	1	-8	-4	9
32	O=C(COC(=O)C1CC2CCCC(C1)C2=O)NNC(=O)c1ccccc1Br (centres undefined)
    0.89	-11	1	11	1	3	-1	6	-3
33	COc1cc(/C=C/C(=O)OCC(=O)Nc2ccc(Cl)cn2)ccc1O
    1.1	3	1.2	-8	23	20	-4	12	-17
34	O=C(c1cc2n(n1)C(C(F)(F)F)CC(c1ccc(Cl)cc1)N2)N1CCCC1 (centres undefined)
    0.97	17	0.97	3	12	15	-6	21	3
35	COc1ccccc1C1C([N+](=O)[O-])=CC([N+](=O)[O-])=CN1C (centres undefined)
    1	19	0.87	-1	4	12	10	12	13
36	COc1cc(CN2CCN(C(=O)CC(C)C)CC2)c([N+](=O)[O-])cc1OC
    1	8	1.2	0	-10	-5	-8	9	-16
37	CC[C@]1(C(=O)OC)[C@H]2C(=O)N(C)C(=O)[C@H]2[C@H]2CN=C(SCc3ccc(C(=O)OC)cc3)N21
    0.98	10	·	2	5	13	8	·	·
38	Cc1cc(C(=O)N2CCN(c3ccccn3)CC2)c(C)o1
    0.94	10	0.83	6	-20	-17	4	9	17
39	O=C(CCC(=O)OCc1ccc(C(=O)Oc2ccc(Cl)cc2)cc1)Nc1ccccc1
    1.1	0	0.99	-6	0	-14	4	-13	1
40	CCCCSc1cc(C)nc2ncnn12
    0.96	9	0.9	4	-4	2	-16	-5	10

# A section from the list above:
# Fields – mIAP act	tim10-1 inh	hIAP activ	mIAP block	Apaf1 inhib	TIM10 inh	ATG4B inh	NLRP3 yeast inh	hIAP block
36	COc1cc(CN2CCN(C(=O)CC(C)C)CC2)c([N+](=O)[O-])cc1OC
    1	8	1.2	0	-10	-5	-8	9	-16
37	CC[C@]1(C(=O)OC)[C@H]2C(=O)N(C)C(=O)[C@H]2[C@H]2CN=C(SCc3ccc(C(=O)OC)cc3)N21
    0.98	10	·	2	5	13	8	·	·
38	Cc1cc(C(=O)N2CCN(c3ccccn3)CC2)c(C)o1
    0.94	10	0.83	6	-20	-17	4	9	17
39	O=C(CCC(=O)OCc1ccc(C(=O)Oc2ccc(Cl)cc2)cc1)Nc1ccccc1
    1.1	0	0.99	-6	0	-14	4	-13	1
40	CCCCSc1cc(C)nc2ncnn12
    0.96	9	0.9	4	-4	2	-16	-5	10

# Later entries.
# Fields – mIAP act	tim10-1 inh	hIAP activ	mIAP block	Apaf1 inhib	TIM10 inh	ATG4B inh	NLRP3 yeast inh	hIAP block
41	COCC(=O)N1CCC(Oc2ccc(C(=O)NCCCC3CCCC3)cc2)CC1
    1.1	12	1	-6	19	1	0	6	0
42	Cc1nn(C(C)(C)C)c(OC(=O)c2cccs2)c1S(=O)(=O)c1ccccc1
    1	30	1.1	-2	0	34	11	11	-6
43	CC(=O)N1CC=CC1(C)C(=O)O (centres undefined)
    1	-4	0.91	-2	-10	-13	9	21	9
44	O=C(CNC(=O)c1ccc(Br)cc1)NC1=NCCS1
    0.97	-1	1.1	3	6	-23	-4	4	-6
45	CCn1cc(-c2ccnc3cc(C(=O)O)nn23)c(C)n1
    0.94	9	1.1	6	1	15	4	6	-7
46	O=C(Cc1cccs1)N(Cc1cccs1)C1(C(=O)NC2CCCCC2)CCCCC1
    0.93	25	1.1	7	25	26	-8	-4	-12
47	O=C(c1ccc(Cl)cc1Cl)N1CCc2ccccc21
    1	8	0.96	-3	-3	17	14	22	4
48	COc1ccc(NC(=O)C2C3CCC(O3)C2C(=O)O)cc1OC (centres undefined)
    1	-2	0.95	-3	-6	-1	9	11	5
49	CCSc1nnc(CNC(=O)C23CC4CC(CC(C4)C2)C3)n1Cc1ccccc1
    1.1	35	0.93	-12	12	5	-10	13	7
50	O=C(NNC(=O)c1ccc(Cl)nc1)c1ccncc1
    0.95	-1	0.92	5	-11	-9	0	10	8
51	CCCCC1=CC2=C(c3ccco3)C(=O)C(C)(OC(=O)c3ccc(OC)cc3)C(=O)C2=CN1c1ccccc1 (centres undefined)
    0.89	8	0.95	11	13	13	13	9	5
52	O=C(NCc1ccccc1)NS(=O)(=O)c1ccccc1Cl
    1	1	0.98	-3	-4	2	-5	6	2
53	CC(=O)Nc1ccc(NC(=O)CSc2nnc(C)c(=O)[nH]2)cc1
    0.92	9	1.1	8	-8	-1	-9	5	-5
54	CCOC(=O)C(C(=O)OCC)[C@@H]1CS(=O)(=O)C[C@H]1C(C(=O)OCC)C(=O)OCC
    1	-6	0.98	-3	-2	-12	-9	10	2
55	Cc1cnc(C(=O)NCCc2ccc(Cl)cc2)cn1
    1	-1	1	-2	2	7	0	16	0
56	O=S1(=O)CCOCCCN1Cc1ccccc1F
    1.1	-3	0.97	-14	-1	5	7	6	2
57	COc1cc(-c2noc(C)c2/C=C/c2cccc([N+](=O)[O-])c2)cc(OC)c1OC
    0.95	8	0.9	4	7	9	-17	3	10
58	COc1ccc(Cl)cc1NC(=O)CSc1nnc(C2CC2)n1N
    0.93	6	0.97	7	2	9	-12	7	3

# Complete entries as entered above.
# Results for CC(=O)Nc1ccc(NC(=O)CSc2nnc(C)c(=O)[nH]2)cc1 : mIAP act: 0.92; tim10-1 inh: 9; hIAP activ: 1.1; mIAP block: 8; Apaf1 inhib: -8; TIM10 inh: -1; ATG4B inh: -9; NLRP3 yeast inh: 5; hIAP block: -5
# Results for CCOC(=O)C(C(=O)OCC)[C@@H]1CS(=O)(=O)C[C@H]1C(C(=O)OCC)C(=O)OCC : mIAP act: 1; tim10-1 inh: -6; hIAP activ: 0.98; mIAP block: -3; Apaf1 inhib: -2; TIM10 inh: -12; ATG4B inh: -9; NLRP3 yeast inh: 10; hIAP block: 2
# Results for CCn1cc(-c2ccnc3cc(C(=O)O)nn23)c(C)n1 : mIAP act: 0.94; tim10-1 inh: 9; hIAP activ: 1.1; mIAP block: 6; Apaf1 inhib: 1; TIM10 inh: 15; ATG4B inh: 4; NLRP3 yeast inh: 6; hIAP block: -7
